Screening results (PubChem BioAssay)
NPY-Y1 PAM-ag: NPY-Y1 receptor potentiators or agonists, primary screen, cell-based; Neuropeptide Y receptor type 1 (Homo sapiens), P25929; NPY-Y1 expressing cells, potentiator/agonist activation; activation, % at 3.6 µM; 220,000 compounds, 0.37% hits; AID 1304, 2008; in the data active = activation above about 33%, passing the limit was not always enough;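 also: cells stimulated with NPY at EC10 then isoproterenol at EC100; 0% = low agonist plus stimulus and 100% = saturating agonist plus stimulus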
Target sequence (P25929 whole entry, looked up): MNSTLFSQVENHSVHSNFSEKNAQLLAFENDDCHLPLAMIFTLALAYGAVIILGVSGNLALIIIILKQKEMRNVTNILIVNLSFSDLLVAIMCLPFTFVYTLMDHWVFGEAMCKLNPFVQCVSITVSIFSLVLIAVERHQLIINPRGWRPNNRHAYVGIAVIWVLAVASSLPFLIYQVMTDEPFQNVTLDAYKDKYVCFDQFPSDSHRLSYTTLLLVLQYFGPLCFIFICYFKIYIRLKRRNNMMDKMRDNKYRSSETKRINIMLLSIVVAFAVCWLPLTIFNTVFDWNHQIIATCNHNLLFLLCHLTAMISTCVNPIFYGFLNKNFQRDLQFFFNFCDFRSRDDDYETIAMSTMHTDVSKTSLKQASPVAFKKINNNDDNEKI
CHOP inhibitor: inhibitors of CHOP promoter induction, primary screen, cell-based, unfolded protein response, luciferase reporter. CHO-K1 CHOP-promoter luciferase, tunicamycin-induced, 15-18 h. inhibition, % at 10 µM. 220,000 compounds, 3.8% hits. AID 2732, 2010;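 active = compounds that reduced the stress-induced luciferase reporter signal by more than about 70% of percent inhibition, limit read from the data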;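 also: 0% = tunicamycin plus vehicle and 100% = wells without tunicamycin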
zfTRPN1 agonist: zebrafish TRPN1 channel agonists, primary screen, cell-based, HEK293, calcium fluorescence; transient receptor potential cation channel N1 (TRPN1/NompC), Danio rerio; HEK293 zebrafish TRPN1-YFP, Fluo-8 calcium fluorescence; 100% = response to 87 µM carbachol; activation, % at 3 µM; 220,000 compounds, 0.18% hits;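 active = activation above its plate's cutoff, the mean activation of test wells on that plate plus 3 SD, cut at about 19% in these data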;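 also: 0% = DMSO alone and 100% = 87 µM carbachol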
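Material: zebrafish TRPN1-YFP in HEK293 cells. Doses: one dose of 3 µM, 0.3% DMSO. Incubation: dye 1 h 37 °C plus 30 min RT. Measured by: intracellular calcium fluorescence with Fluo-8.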
14-3-3 Bad PPI: inhibitors of 14-3-3 zeta/Bad binding, primary screen, biochemical, TR-FRET, bovine 14-3-3 zeta; 14-3-3 protein zeta/delta (Bos taurus), P63103; TR-FRET 14-3-3zeta/Dy647-pBad peptide displacement, 1 h; inhibition, % at 21.7 µM; 220,000 compounds, 0.71% hits;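 active = inhibition above about 70%, limit read from the data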;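 also: 0% = full 14-3-3 plus peptide FRET controls and 100% = background without 14-3-3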
NPY-Y1 antag: NPY-Y1 receptor antagonists, primary screen, cell-based; Neuropeptide Y receptor type 1 (Homo sapiens), P25929; HEK293-CNG Y1 cells, membrane potential fluorescence; NPY at EC95, then isoproterenol; inhibition, % at 3.6 µM; AID 1040, 2008; 200,000 compounds, 1% hits;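 active = inhibition above the campaign mean inhibition of all tested compounds plus 3 SD, cut at about 20% in these data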;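 also: 0% = DMSO wells given NPY plus isoproterenol and 100% = isoproterenol alone without NPY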
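Test system – HEK293 Y1/CNG channel cell line · Also added – NPY agonist 25 nM, then isoproterenol 1 µM plus Ro 20-1724 25 µM · Compound dosing – one concentration, 3.6 µM, in 0.4% DMSO · Schedule – compound incubation 1 h at room temperature, readout 45 min post-stimulation · Technique – fluorescence, membrane potential probe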
EP2 mod: EP2 receptor modulators, cAMP readout, primary screen, cell-based, HTRF cAMP, PGE2 stimulation; Prostaglandin E2 receptor EP2 subtype (Homo sapiens), P43116; EP2-expressing cells, cAMP HTRF FRET, PGE2 co-stimulation; induction, % at 25 µM; 260,000 compounds, 0.83% hits;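 active = compounds whose cAMP rise, as percent of the full-agonist control response, exceeds 60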;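 also: rat C6 glioma line stably carrying human EP2 under a CMV promoter; the protocol text gives 20 µM as final concentration; 100% = response of wells given 1 µM PGE2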
TRPML3 ag: human TRPML3 channel agonists, primary screen, cell-based, HEK293 TRPML3-YFP, Fluo-8 calcium fluorescence, 3 µM | 100% = the carbachol control signal | activation, % at 3 µM | 220,000 compounds, 0.29% hits | AID 1448, 2008;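 active = activation above its plate's cutoff, the mean activation of the plate's test wells plus 3 SD, cut at about 12% in these data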;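 also: 0% = DMSO only wells and 100% = carbachol wells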
Target sequence (Q8TDD5 whole entry, looked up): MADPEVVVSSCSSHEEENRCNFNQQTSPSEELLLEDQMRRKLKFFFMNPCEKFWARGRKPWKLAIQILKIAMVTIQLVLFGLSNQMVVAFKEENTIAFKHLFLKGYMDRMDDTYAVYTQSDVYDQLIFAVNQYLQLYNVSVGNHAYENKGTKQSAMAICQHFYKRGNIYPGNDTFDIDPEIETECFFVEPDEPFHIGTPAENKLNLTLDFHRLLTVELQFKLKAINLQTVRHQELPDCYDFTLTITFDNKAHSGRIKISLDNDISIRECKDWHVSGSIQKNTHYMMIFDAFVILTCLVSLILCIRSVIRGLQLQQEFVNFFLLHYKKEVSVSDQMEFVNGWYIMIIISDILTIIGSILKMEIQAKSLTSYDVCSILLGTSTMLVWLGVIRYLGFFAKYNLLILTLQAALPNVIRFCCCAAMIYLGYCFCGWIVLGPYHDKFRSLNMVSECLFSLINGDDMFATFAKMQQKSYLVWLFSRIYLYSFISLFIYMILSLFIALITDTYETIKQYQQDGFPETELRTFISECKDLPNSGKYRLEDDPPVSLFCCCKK
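Test system – HEK293 line with stable expression of human TRPML3-YFP channel · Control set – carbachol 87 µM final as high control (100%), DMSO as low control (0%) · Signal – Fluo-8 calcium dye fluorescence, ex 470-495, em 515-575 nm · Incubation – 1-h 37 °C dye load, 5-s basal, 120-s post-compound reads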
PPC-1+TRAIL kill: compounds killing PPC-1 cancer cells with TRAIL present, primary screen, TRAIL potentiator project, ATPLite luminescence, uHTS; AID 1443, 2008; 220,000 compounds, 0.41% hits; cell killing (% activity), % at 4 µM; PPC-1 cells + TRAIL, ATPLite viability luminescence;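 active = cell killing above 50% in the first pass at 4 µM, then a duplicate retest at 5 µM averaging 50% or more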;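 also: plate controls were cells with TRAIL plus DMSO for no effect and medium-only wells lacking cells for full effect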
PGE2 EP2 inh: human EP2 receptor antagonists, primary screen, TR-FRET cAMP, C6 glioma cells | AID 1422, 2008 | inhibition, % at 25 µM | 260,000 compounds, 0.52% hits | Prostaglandin E2 receptor EP2 subtype (Homo sapiens), P43116 | C6 glioma cells expressing human EP2; cells stimulated with saturating PGE2;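 active = percent inhibition above 40 after rounding to a whole number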;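 also: rat C6 glioma host cells with rolipram phosphodiesterase inhibitor present; the protocol text gives 20 µM as final concentration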
* hit, by the source's call; nt = no result given; & = joins results of further samples; [ ] = another dose, or the depositor's remark.

SMILES	NPY-Y1 PAM-ag	CHOP inhibitor	zfTRPN1 agonist	14-3-3 Bad PPI	NPY-Y1 antag	EP2 mod	TRPML3 ag	PPC-1+TRAIL kill	PGE2 EP2 inh
Cc1ccc(OCC(=O)NC2=NCCS2)cc1	9	9	-0.2	-4	11	9	0.8	6	9
CCOC(=O)CC1C(=O)NCCN1S(=O)(=O)c1ccc(Cl)c(Cl)c1 (configuration not stated)	6	-16	0.8	-11	-2	12	0.1	14	14
CCOC(=O)CSc1nc2cc(S(=O)(=O)Nc3ccccc3OC)ccc2o1	70*	14	3.6	-6	-2	-13	3.2	10	9
CC(C)(O)C#Cc1ccc(C(=O)NCCC(=O)O)s1	9	6	1.1	-3	1	13	0.4	9	6
OCCC1CN(Cc2ccc3nonc3c2)CCN1Cc1ccsc1 (configuration not stated)	10	9	-0.3	-6	0	0	0.1	15	9
Oc1ccc(COCc2ccccc2)c2cccnc12	5	nt	1.8	-19	8	5	0.7	39	8
Cc1ccc(C(=O)n2c(-c3ccccc3)cnc2SCC(=O)Nc2ccc(C)cc2C)cc1	-9	25	-1.7	-19	7	-5	0.0	6	9
CCOC(=O)C1CCCCN1Cc1ccccc1C(F)(F)F (configuration not stated)	9	50	0.6	80*	-2	41	0.6	-5	6
O=C(COc1cc(Cl)c(Cl)cc1Cl)NCCN1CCOCC1	-2	42	0.7	-3	-3	-7	0.3	7	8
Cc1cccc(C)c1Nc1nnc(SC(C)C(=O)Nc2c(C)n(C)n(-c3ccccc3)c2=O)s1 (configuration not stated)	-8	-29	-1.1	-2	5	26	0.0	-3	6
COc1ccc(OC)c(NC(=O)CN(C)S(=O)(=O)c2ccc3nc(C)sc3c2)c1	-16	5	-0.5	-2	2	-51	-0.7	38	17
COC(=O)c1[nH]c(=O)c2ccccc2c1OCc1ccccc1	4	-4	0.6	6	6	9	0.2	-23	12
O=C(N/N=C/c1ccc[nH]1)c1cccc([N+](=O)[O-])c1	-7	7	0.4	-10[fluorescence artefact?]	6	5	0.3	23	5
CC(=O)c1ccc(O)c(CSC2=NCCS2)c1	4	4	1.0	-5	4	-19	-0.3	0	6
Cc1cccc(-n2c(SCN3C(=O)c4ccccc4C3=O)nc3ccccc3c2=O)c1	8	34	1.3	-6	4	15	1.0	12	6
Cc1ccc(C2=N/C(=C/c3cccs3)C(=O)N2Nc2ccccc2)cc1	-7	7	-0.7	11[fluorescence artefact?]	-1	19	0.2	1	17
CCc1cccc(CC)c1NC(=O)COC(=O)CC1c2ccccc2CCN1S(=O)(=O)c1ccc(F)cc1 (configuration not stated)	-25	5	-2.0	-10	6	48	0.2	16	11
O=C(COc1ccc(F)cc1)OCCN1CCOCC1	-2	5	-0.7	14	2	10	-0.1	7	8
COc1ccc(CCNC(=O)c2c[nH]c3ccccc3c2=O)cc1OC	-15	31	1.1	14[fluorescence artefact?]	7	-2&-32	0.6	2	2&13
CC(C)C(NS(=O)(=O)c1ccc2c(c1)oc(=O)n2C)C(=O)N1CCN(c2ccccc2F)CC1 (configuration not stated)	nt	-35	nt	-5	nt	-4	nt	-2	15

Two entries drawn at random from the list so far, as already listed:
SMILES	NPY-Y1 PAM-ag	CHOP inhibitor	zfTRPN1 agonist	14-3-3 Bad PPI	NPY-Y1 antag	EP2 mod	TRPML3 ag	PPC-1+TRAIL kill	PGE2 EP2 inh
COc1ccc(OC)c(NC(=O)CN(C)S(=O)(=O)c2ccc3nc(C)sc3c2)c1	-16	5	-0.5	-2	2	-51	-0.7	38	17
CCc1cccc(CC)c1NC(=O)COC(=O)CC1c2ccccc2CCN1S(=O)(=O)c1ccc(F)cc1 (configuration not stated)	-25	5	-2.0	-10	6	48	0.2	16	11

Next records follow:
SMILES	NPY-Y1 PAM-ag	CHOP inhibitor	zfTRPN1 agonist	14-3-3 Bad PPI	NPY-Y1 antag	EP2 mod	TRPML3 ag	PPC-1+TRAIL kill	PGE2 EP2 inh
O=C(N/N=C/c1ccncc1)C1CC1C(=O)N/N=C/c1ccncc1 (configuration not stated)	18	-4	0.5	11[fluorescence artefact?]	1	43	0.2	34	12
CC(C)(C)c1ccc(C(=O)Nc2ccccc2NC(=O)c2ccco2)cc1	-21	72*	-2.6	6[fluorescence artefact?]	7	15	-1.3	3	17
O=C(COC(=O)c1cccc(Cl)c1)NCCN1C(=O)CSC1=O	-11	14	2.1	-3	6	-1	0.3	20	6
O=C(Cn1nnc2ccccc21)NC1CCCCC1	17	6	-0.3	-4	9	24	-1.3	-5	12
Cc1ccc(OCC(=O)N2CCN(S(C)(=O)=O)CC2)cc1	-6	4	-0.5	-7	nt	14	0.0	6	5
Cc1ccc(-c2nc(-c3ccccn3)no2)cc1	1	nt	-1.2	0	3	20	-0.6	93*[5 µM]	11
CCOC(=O)N1CCC(NC(=O)C2CCN(S(=O)(=O)N3CCC(C)CC3)CC2)CC1	9	-5	1.7	-5	-3	8	1.1	-4	4
CCCNC(=O)Cn1cnc([N+](=O)[O-])n1	8	-2	-2.3	-7	7	18	0.7	40	3
CCC(Sc1nc2n[nH]c(C)c2c(=N)n1-c1cc(Cl)ccc1C)C(=O)N1CCOCC1 (configuration not stated)	2	18	0.0	-5	-2	-11	1.5	16	25
Cc1ccc(C)c(SCC(=O)Nc2ccc(S(=O)(=O)Nc3ncccn3)cc2)c1	6	-5	-0.4	18	nt	-3	-0.4	22	18
COc1cccc(N/N=C/c2cccc(Br)c2O)c1	31	-16	1.9	-3	nt	-93	0.6	5	12
COC(=O)[C@@H](NC(=O)NC1CCCc2ccccc21)C(C)C (some centres not stated)	-23	45	0.0	7[fluorescence artefact?]	-2	24	0.9	-1	1
CCOC(=O)C(=CN(CCc1ccccc1)CC(=O)OC)C(=O)OCC	-10	-5	0.0	-5	3	25	-0.1	5	8
COC(=O)c1c(NC(=O)CN2CCN(C(=O)c3ccco3)CC2)c2c(C)cccc2n1C	-13	-25	-0.3	7[fluorescence artefact?]	5	5	0.3	34	12
C[C@]1(C(=O)O)Cc2oncc2C[C@@H]1C(=O)O	10	-7	-0.7	10	-3	26	1.2	16	4
Cc1ccc(NC(=O)NNC(=O)c2sccc2-n2cccc2)cc1	-3	-24	-0.1	-20	-1	0	-0.2	1	2
COCCCNc1ncnc2sc3c(c12)CCC(C)C3 (configuration not stated)	-14	6	-1.4	-6[fluorescence artefact?]	4	14	-0.8	15	10
O=C1NC(=O)C2(COC(c3cccnc3)OC2)S1 (configuration not stated)	15	12	-0.6	-16[fluorescence artefact?]	-1	14	0.9	19	5
COc1cccc(/C=N/NC(=O)c2csc(-n3nc(C)cc3C(F)(F)F)n2)c1	-33	70	-0.2	16	4	-7	-0.1	28	7
COC(=O)c1nnc(-c2ccccc2)c(-c2ccccc2)n1	21	-26	0.5	9	10	-1	0.4	14	9
COC(=O)N/N=C/c1ccccc1	-5	-15	0.5	-2	-1	21	0.7	8	-1
CC(C)(C)c1ccc(NC(=O)Nc2ccc3ccccc3n2)cc1	19	85*	-0.3	1	nt	-51	1.1	5	9
CC(C)CCNC(=O)CN(CCCN1CCOCC1)C(=O)Cn1nnc(-c2ccc(F)cc2)n1	-14	40	0.3	-1	3	1	1.1	10	1
CCOC(=O)C1CCN(C(=O)COC(=O)c2ccc3c(c2)C(=O)N(c2ccc(OCC)cc2)C3=O)CC1	5	2	1.3	10	-1	-25	2.1	36	7
CCn1cc(S(=O)(=O)CC(=O)N2CCc3ccccc32)c2ccccc21	nt	10	nt	1	nt	6	nt	-3	11
Cc1ccc(-c2cc(C(F)(F)F)nc(SCC(=O)c3cccc([N+](=O)[O-])c3)n2)cc1	-1	13	-1.1	-1	5	17	0.3	22	2
COc1cc(-c2nc3ccccn3c2/N=C/c2ccc(F)cc2)ccc1O	7	8	-1.4	-8	9	-28	-0.5	-1	6
CC(=O)N1CCN(c2c(F)c(F)c(C(F)(F)F)c(F)c2F)CC1	-8	18	3.9	-3	0	-41	1.6	-21	6
CCOC(=O)c1c(NC(=S)Nc2ccc(Cl)cc2)sc(C)c1C	-8	55	-0.4	-3	1	-6	0.4	32	nt
CCOC(=O)N1CCN(C(=O)c2ccccc2NC(=O)c2ccc(Br)cc2)CC1	9	27	-0.3	-11	-8	19	0.3	5	6
CN(C)c1ccc(NC(=O)Oc2ccccc2)cc1	11	-32	-1.5	25[fluorescence artefact?]	-8	-27	0.1	-26	8
O=C(NCCC1=CCCCC1)C1CCN(S(=O)(=O)c2cccc3nsnc23)CC1	22	14	0.9	-10	6	-14	-0.1	-8	23
O=C(Nc1ccc([N+](=O)[O-])cn1)c1cc(-c2cccc(Cl)c2)nc2ccccc12	-4	29	-0.6	1	-4	-5	0.6	-6	5
O=C(c1cc2n(n1)C(C(F)(F)F)CC(c1ccc(Cl)cc1)N2)N1CCCC1 (configuration not stated)	1	68	0.9	-11	-4	6	-0.1	11	15
CC(C)Oc1ccc(C(=O)NCc2cccs2)cc1	-2	-15	-0.7	-4	4	-23	0.1	-8	6
CCCOP(=O)(OCCC)c1c([N+](=O)[O-])cc(C(F)(F)F)cc1[N+](=O)[O-]	-11	45	-0.6	0	5	11	0.7	14	11
COc1ccc(Nc2ncc(C(=O)N3CCN(c4ccc(F)cc4)CC3)c3ccccc23)cc1	3	56	0.2	2	1	-6	0.7	-7	5
CCS(=O)(=O)c1ccc(O)c(NC(=O)/C=C/c2ccccc2)c1	7	9	1.3	-20	1	-1	0.8	4	3
Cc1ccc2c(c1)N(CC(=O)Nc1ccc3c(c1)OCCO3)C(=O)CO2	-21	13	0.1	0	2	-3&-68	0.4	8	3&6
COc1ccc2c(c1)-c1nc(NC(=O)c3cccs3)sc1CC2	-12	45	-1.2	-6	2	6	-0.7	-2	7
COc1cc(OC)cc(C(=O)NC(=S)Nc2ccc(NC(=O)c3ccco3)cc2)c1	-18	-21	0.5	-8[fluorescence artefact?]	0	-21	0.5	2	4
COc1ccc(C(CNC(=O)CN2C(=O)NC3(CC(C)CC(C)(C)C3)C2=O)N2CCOCC2)cc1 (configuration not stated)	12	25	-0.7	-1	-2	-4	-0.2	44	6

The list is partial. The share of hits here may be higher or lower than overall.
